# CHO-K1 Ca antag – counter-screen for M1 antagonists: effect in parental CHO-K1 cells; AID 602250; ATP-induced calcium, Fluo-8 fluorescence; inhibition, % at 3 µM; actives 0.6% (n = 360,000);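 active = inhibition above a per-plate cutoff, the plate's mean sample inhibition plus 3 SD, cut at about 24% in these data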;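 note: 0% = DMSO plus EC80 ATP and 100% = DMSO alone without ATP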
# CHO parental Ca – signal in parental CHO cells, OX1R antagonist counter-screen; parental CHO-K1, ATP-induced calcium, Fluo-8 fluorescence; inhibition, % at 5.6 µM; actives 0.63% (n = 330,000); AID 463079;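 active = inhibition above that plate's mean sample inhibition plus 3 SD, cut at about 26% in these data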;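 note: 0% = ATP-challenged DMSO wells and 100% = DMSO wells without ATP; some compounds past the cut are filed as inactive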
#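 Material – parental CHO cells · Reagent – ATP stimulus · Compound – single nominal dose of 5.6 µM per compound · Detection – Fluo-8 fluorescence · Read-out basis – percent inhibition of calcium signal · Controls – ATP-challenged DMSO wells low, unchallenged DMSO wells high · Repeats – no replicates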
# CHRM1 agonist – agonists of human M1 muscarinic receptor; P11229; activation, % at 3 µM; CHO-K1 hM1, Fluo-8 calcium fluorescence, agonist mode; 0% DMSO, 100% acetylcholine EC100; AID 588814; actives 0.33% (n = 360,000);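 active = activation above the run's mean compound activation plus 3 SD, cut at about 16% in these data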;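 note: peak over basal fluorescence ratio within a 140 s kinetic read after compound addition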
# Target sequence (P11229 whole entry, looked up): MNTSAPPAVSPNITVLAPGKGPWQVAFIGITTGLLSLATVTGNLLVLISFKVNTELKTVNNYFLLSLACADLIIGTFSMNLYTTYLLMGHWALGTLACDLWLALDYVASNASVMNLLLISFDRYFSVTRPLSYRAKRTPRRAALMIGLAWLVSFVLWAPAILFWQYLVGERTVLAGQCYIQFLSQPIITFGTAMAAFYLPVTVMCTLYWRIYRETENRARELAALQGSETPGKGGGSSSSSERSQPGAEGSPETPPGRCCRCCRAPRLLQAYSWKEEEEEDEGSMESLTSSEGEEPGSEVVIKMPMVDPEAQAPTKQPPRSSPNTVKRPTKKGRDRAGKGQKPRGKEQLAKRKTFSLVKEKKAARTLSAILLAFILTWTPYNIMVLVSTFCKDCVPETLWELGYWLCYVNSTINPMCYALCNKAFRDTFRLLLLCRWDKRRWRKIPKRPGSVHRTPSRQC
# TAAR1 antag – antagonists of human TAAR1; Q96RJ0; CHO RD-HGA16 TAAR1, Fluo-8 calcium fluorescence, antagonist; inhibition, % at 3 µM; actives 1.5% (n = 360,000);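 active = inhibition above a per-plate cutoff, the mean inhibition of test compounds on that plate plus 3 SD, cut at about 49% in these data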;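 note: 0% = DMSO plus EC80 beta-PEA response and 100% = DMSO alone without agonist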
#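 Test system: CHO RD-HGA16 cells bearing hTAAR1 | Reagent: β-PEA, EC80 | Compound dosing: 3 µM, single point | Schedule: Dye loading 75 min at 37 °C, then 30 min room temperature | Signal: Calcium fluorescence with Fluo-8 | Evaluation: Percent inhibition of PEA-evoked calcium signal, max/basal emission ratio | Control set: DMSO-only wells and EC80 β-PEA-stimulated wells | Repeats: Singlicate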
# OXTR potentiator – potentiates the human oxytocin receptor response; AID 2445; activation, % at 3 µM; CHO-OTR cells, Fluo-8 calcium fluorescence, potentiator mode; 0% = oxytocin EC15, 100% = EC100; actives 0.061% (n = 320,000); P30559;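 active = activation above that plate's cutoff, the mean activation of tested compounds plus 3 SD, cut at about 6.6% in these data, passing the limit was not always enough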;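 note: 100% uses oxytocin at 75 nM as the full agonist control; some results filed as inactive read as strong as hits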
# Target sequence (P30559 whole entry, looked up): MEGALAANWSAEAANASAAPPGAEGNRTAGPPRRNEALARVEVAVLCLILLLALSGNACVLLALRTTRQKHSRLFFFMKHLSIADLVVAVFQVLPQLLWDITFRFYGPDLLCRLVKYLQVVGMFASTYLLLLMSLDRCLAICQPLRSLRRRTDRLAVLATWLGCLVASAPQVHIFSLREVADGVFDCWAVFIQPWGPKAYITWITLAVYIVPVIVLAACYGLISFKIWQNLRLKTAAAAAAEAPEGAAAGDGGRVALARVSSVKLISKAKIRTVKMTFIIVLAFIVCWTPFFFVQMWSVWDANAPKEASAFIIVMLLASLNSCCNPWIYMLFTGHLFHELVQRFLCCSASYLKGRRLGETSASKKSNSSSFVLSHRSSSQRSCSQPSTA
#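 test system = CHO-OTR cells, human receptor | compound = single-point 3.0 µM | schedule = 6 min compound pre-incubation at room temperature, 100 s kinetic read | signal = Fluo-8 no-wash calcium dye fluorescence, excitation 470-495 nm, emission 515-575 nm | repeats = single well per compound, singlicate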
# M1 PAM parental – nonselective activator or artifact in parental CHO-K1 calcium assay; ATP EC20, Fluo-8 calcium fluorescence; 0% at ATP EC20, 100% at ATP max; activation, % at 3 µM; actives 0.02% (n = 360,000);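 active = activation above the run cutoff, the mean activation of all test compounds plus 3 SD, cut at about 40% in these data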;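 note: peak over basal fluorescence ratio in a 140 s read after ATP addition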
# M1 ag parental – nonselective activator or artifact in parental CHO-K1 cells | Fluo-8 calcium fluorescence; scaled to maximal ATP response, vehicle zero | actives 0.48% (n = 360,000) | AID 602248 | activation, % at 3 µM; in the data active = activation above about 15%;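 note: untransfected CHO-K1 host cells lacking M1 receptor as counterscreen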
# M1 antag – antagonists of human M1 muscarinic receptor | P11229 | CHO-K1 hM1, Fluo-8 calcium fluorescence, ACh EC80 antagonist | inhibition, % at 3 µM | actives 1.3% (n = 360,000) | AID 588852;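 active = percent inhibition above its own plate's cutoff, namely the mean of that plate's compound wells plus 3 SD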;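 note: peak over basal fluorescence ratio during 140 s after agonist addition; 0% = ACh EC80 plus DMSO and 100% = DMSO alone without agonist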
# TAAR1 ag – human TAAR1 agonism; CHO RD-HGA16 TAAR1, Fluo-8 calcium fluorescence; vehicle wells 0%, saturating PEA agonist 100%; AID 624467; actives 0.99% (n = 360,000); activation, % at 3 µM; Q96RJ0;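 active = activation above the mean activation of all test compounds in the run plus 3 SD, cut at about 38% in these data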
#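 Repeats: no replicates (n 1) | Material: CHO-derived RD-HGA16 cells with stable Gα16 and human TAAR1 | Technique: Kinetic Fluo-8 calcium fluorescence | Schedule: 17-24 h seeding, 75 min 37 °C dye, 30 min RT | Evaluation: % activation from peak over basal fluorescence ratio, DMSO-to-PEA scaled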
# Starred values were filed as active, the others as inactive; / = not tested or not shown.
# Sequence of screens – CHO parental Ca, TAAR1 antag, CHO-K1 Ca antag, OXTR potentiator, CHRM1 agonist, M1 PAM parental, M1 antag, TAAR1 ag, M1 ag parental
(1) Nc1c2c(nc3ccn(Cc4ccccc4)c(=O)c13)CCC2
 : -12, -9, -13, -9, -4, 22, -13, 5, 0.9
(2) N#Cc1c(NC(=O)CCCl)sc2c1CCCCC2
 : 7, -4, -13, -25, -4, 1, -6, -3, 0.6
(3) Cc1cc(C(=O)CSc2nnc(-c3cccs3)o2)c(C)n1-c1ccccc1
 : -18, 35, -4, -5, -1, 14, -7, 9, 1.0
(4) CCOc1ccc(N(CC(=O)NCc2cccs2)S(=O)(=O)c2c(C)noc2C)cc1
 : -7, -13, 3, -3, -6, -2, -5, -1, 0.0
(5) Cc1ccc(NC(=S)N(Cc2ccco2)C(C)c2cccs2)c(Cl)c1 (stereo not given)
 : 3, -22, -11, -2, -4, 16, -2, -1, 0.5
(6) CSc1cccc(NC(=S)N(CCC(C)C)C(C)c2ccncc2)c1 (stereo not given)
 : -12, 8, 11, 2, -3, -21, 0, 5, 2.6
(7) Cc1ccc(/C=N/n2c(COc3ccccc3)n[nH]c2=S)cc1
 : -7, -19, -10, -5, -3, 13, 2, -3, 4.7
(8) CCN(CC)C(=O)Oc1ccc2ccccc2c1Br
 : 0, -10, -5, -21, -8, 26, -8, 18, 2.5
(9) Cc1ccc(C)c(N2CCN(S(=O)(=O)c3c(C)noc3C)CC2)c1
 : -14, -22, -6, -5, -4, -2, -6, -2, 0.0
(10) O=C(OC1CCCCC1=O)c1ccc(F)c(S(=O)(=O)N2CCOCC2)c1 (stereo not given)
 : -13, /, -7, -6, 1, 3, -15, /, 0.9
(11) CCOC(=O)C1C(=O)NC(C(=O)OCC)(C(=O)OCC)C1CC (stereo not given)
 : /, -8, -11, /, -4, 9, 2, 2, 0.1
(12) Cc1ccccc1C(=O)NNc1ncnc2c1cnn2C
 : -6, -2, -5, 2, -4, -7, 0, 1, 0.0
(13) CN(C)S(=O)(=O)N1CCc2ccccc2C1
 : -2, -15, 6, 0, -5, -3, -4, 5, 0.3
(14) CC(C)c1ccc(C2CC(=O)N3CN(Cc4ccco4)CSC3=C2C#N)cc1 (stereo not given)
 : -18, 24, -1, -3, -3, 17, -4, 7, 0.4
(15) O=C(O)C1C2CCCCC2=C2CCCCC2C1C(=O)c1ccccc1 (stereo not given)
 : -12, -35, -13, 0, -3, 25, -15, -2, -0.1
(16) O=C(CNCc1ccco1)Nc1cc(S(=O)(=O)N2CCOCC2)ccc1N1CCCC1
 : -9, -16, -8, 2, -1, 14, -25, 0, 0.9
(17) COc1ccc(C2C(C(=O)NCCN3CCOCC3)c3ccccc3C(=O)N2C2CCCCC2)cc1 (stereo not given)
 : -11, 15, /, -3, /, /, /, 5, /
(18) CO[C@H]1O[C@H](C)[C@@H](O)C[C@H]1NC(=O)OCc1ccccc1
 : -6, -8, -4, 2, -3, 21, -9, 4, 8.5
(19) Cc1ccc2c(c1)N(Cc1ccccc1)C(=O)C(C)S2 (stereo not given)
 : /, -14, 19, /, 1, -15, 2, 3, 0.0
(20) C/C(=N\N=C(/N)SC1CC(=O)N(c2ccc(Br)cc2)C1=O)c1cccs1 (stereo not given)
 : 5, -11, -2, -8, 0, -11, 3, 6, 0.0
(21) Cc1ccc(-n2nc(C(=O)N3CCOCC3)cc2-c2ccc(Cl)cc2)cc1
 : -20, -4, -4, -17, -5, 14, -6, 3, -0.2
(22) COc1ccc(N(CC(=O)N/N=C(\C)c2ccccc2)S(=O)(=O)c2ccccc2)cc1
 : -26, -5, -15, -16, -2, 15, -25, 0, 0.9
(23) COC(=O)c1sc2ccccc2c1NC(=O)c1coc2ccccc2c1=O
 : -8, -8, -4, -12, -4, 24, -9, 3, 0.9
(24) CN1CCN(c2nc3c(c(=O)[nH]c(=O)n3C)n2CCCSc2ncccn2)CC1
 : -2, -5, -7, -1, -6, 23, -2, 4, 0.5
(25) Cc1cc(C)nc(NS(=O)(=O)c2ccc(CC(C)C)cc2)c1
 : -7, -20, -4, -2, -3, 10, 6, 3, 2.6
(26) Cc1cccc(N=C2NN=C(c3ccccc3F)CS2)c1C
 : -15, -2, -15, -22, -3, 4, 8, 5, 1.2
(27) CCOc1ccc(Cl)cc1/C=N/NC(=O)c1ccccc1
 : -7, -1, -2, -10, -3, 11, -10, 0, 1.3
(28) NS(=O)(=O)c1cccc(Nc2nc3ccccc3nc2NS(=O)(=O)c2ccc(Cl)cc2)c1
 : 9, -9, -1, -4, -3, 9, -4, 14, -0.1
(29) O=C(NCC1CCCO1)c1ccc2c(c1)C(=O)N(c1cccc([N+](=O)[O-])c1)C2=O (stereo not given)
 : 13, -13, -12, -1, 2, 10, -5, 2, 0.9
(30) C/C(=N\NC(=O)c1ccncc1)c1cccs1
 : -8, 11, -9, -16, -2, 15, -2, -2, 0.4

# Some of the entries so far, screen by screen:
1: Nc1c2c(nc3ccn(Cc4ccccc4)c(=O)c13)CCC2
28: NS(=O)(=O)c1cccc(Nc2nc3ccccc3nc2NS(=O)(=O)c2ccc(Cl)cc2)c1
29: O=C(NCC1CCCO1)c1ccc2c(c1)C(=O)N(c1cccc([N+](=O)[O-])c1)C2=O (stereo not given)
10: O=C(OC1CCCCC1=O)c1ccc(F)c(S(=O)(=O)N2CCOCC2)c1 (stereo not given)
14: CC(C)c1ccc(C2CC(=O)N3CN(Cc4ccco4)CSC3=C2C#N)cc1 (stereo not given)
6: CSc1cccc(NC(=S)N(CCC(C)C)C(C)c2ccncc2)c1 (stereo not given)
compound no.	1	28	29	10	14	6
CHO parental Ca	-12	9	13	-13	-18	-12
TAAR1 antag	-9	-9	-13	/	24	8
CHO-K1 Ca antag	-13	-1	-12	-7	-1	11
OXTR potentiator	-9	-4	-1	-6	-3	2
CHRM1 agonist	-4	-3	2	1	-3	-3
M1 PAM parental	22	9	10	3	17	-21
M1 antag	-13	-4	-5	-15	-4	0
TAAR1 ag	5	14	2	/	7	5
M1 ag parental	0.9	-0.1	0.9	0.9	0.4	2.6

# Further structures.
# Sequence of screens – CHO parental Ca, TAAR1 antag, CHO-K1 Ca antag, OXTR potentiator, CHRM1 agonist, M1 PAM parental, M1 antag, TAAR1 ag, M1 ag parental
(31) Cc1c(OC(C)C(=O)NCc2cccnc2)ccc2c3c(c(=O)oc12)CCCC3 (stereo not given)
 : -28, 3, 58*, -6, -1, -5, -6, 1, 3.6
(32) CN1CCN(C(=O)c2ccc3c(c2)N(Cc2ccc(Cl)cc2)C(=O)c2ccccc2S3=O)CC1 (stereo not given)
 : -12, -14, 1, 4, -9, 9, -7, 2, 0.0
(33) COc1ccc(C2C(C(=O)c3ccc(C)o3)=C(O)C(=O)N2Cc2cccnc2)cc1 (stereo not given)
 : -10, 5, -9, 4, -6, -9, 8, 0, -0.2
(34) COc1cc(CC(=O)OCC(=O)c2ccc3c(c2)OCCO3)cc(OC)c1OC
 : -6, 4, 18, -5, -2, -5, -5, 9, 0.2
(35) Nc1nonc1-n1nnc(C(=O)N/N=C/c2ccc(OCc3cccc(Cl)c3)cc2)c1CN1CCCCC1
 : -7, -10, -12, -3, -2, 14, -1, 1, 0.1
(36) Cc1cc(C(F)F)n2ncc(C(=O)O)c2n1
 : 5, 12, 0, -9, -4, 19, -1, -1, 0.2
(37) Cn1c(CNC(=O)CCNC(=O)c2ccc(Br)cc2)cc(=O)n(C)c1=O
 : 3, -9, -1, 1, -2, -3, -17, 0, 0.8
(38) Cc1nc(SCC(=O)NCc2ccccc2)c2oc3ccccc3c2n1
 : -7, 14, 7, -5, -4, 1, -1, 6, -0.2
(39) S=C(Nc1ccccc1)Nc1cccc(Br)c1
 : -9, 20, 23, -3, -2, 0, 3, 10, 1.4
(40) COC(=O)C(C(=O)OC)N1C(=O)CCC1=O
 : -1, -15, -23, -3, 2, 7, -10, 4, -0.6
(41) COc1ccc(N2CCN(C(=O)CC(C)S(=O)(=O)c3ccc4c(c3)NC(=O)CO4)CC2)cc1 (stereo not given)
 : 5, 37, 17, -11, 3, -18, 9, 16, 10
(42) CCOC(=O)c1c(NC(=O)COC(=O)c2ccc([N+](=O)[O-])cc2)sc(C(=O)N(C)C)c1C
 : -20, 37, -10, 1, -2, 4, 1, 0, 2.4
(43) CC1CCN(c2ccccc2N)CC1
 : 0, 6, -1, -2, -6, 19, -10, 6, 1.3
(44) COc1cc(NC(=O)CSc2ccc3c(c2)OCCO3)cc(OC)c1OC
 : -4, 17, 2, -17, 4, 2, -5, 8, 5.8

# Compound activity as filed in PubChem BioAssay.
